All columns: NCI-60 one-dose screen, growth in % after 48 h at 10 µM unless noted; 100 = growth as untreated, 0 = no growth, -100 = all killed.
PC-3 = PC-3 prostate cancer cells. 3.9% of 80,000 active. AID 1794754
A498 = A498 renal cancer cells | 5.4% of 76,000 active | AID 1794774
786-0 = 786-0 renal cancer cells; AID 1794775; 5.1% of 81,000 active
TK-10 = TK-10 renal cancer cells | 3.9% of 81,000 active | AID 1794769
RXF 393 = RXF 393 renal cancer cells; 6.9% of 77,000 active; AID 1794773
ACHN = ACHN renal cancer; 4.9% of 81,000 active
CAKI-1 = CAKI-1 renal cancer; 4.7% of 75,000 active
SN12C = SN12C renal cancer cells | 3.8% of 81,000 active
UO-31 = UO-31 renal cancer; 5.2% of 81,000 active; AID 1794768
The depositor's hits bear a star; · = no result given. The calls were made as follows: active = growth percent below 10; inactive = the rest. Rows are unselected; overall some 11% were active at least once.

Start of the data: the first 13 compounds (preview)
SMILES	PC-3	A498	786-0	TK-10	RXF 393	ACHN	CAKI-1	SN12C	UO-31
CN(C)CCC(=O)/C=C/c1ccccc1	95	88	102	104	118	94	114	94	70
COc1ccc(-c2cnc3sc4c(-c5ccc(C)cc5)n[nH]c(=O)c4n23)cc1	97	·	94	113	97	98	96	103	91
CC(C)(C)c1cc(/C=N\NC(=O)/C=C/C=C/c2ccc3c(c2)OCO3)c(O)c(C(C)(C)C)c1	69	·	85	96	95	76	72	88	55
O=C(Nc1ccccc1)Nc1ncnc2c1ncn2-c1cccc(Cl)c1	101	98	88	98	101	101	89	100	95
Clc1ccc(-c2cc(-c3ccccc3)nc(Nc3nc4ccccc4[nH]3)n2)cc1	103	115	97	102	109	92	105	98	98
COc1ccc(-c2cc(-c3cc(OC)c(OC)c(OC)c3)nc(SCC(=O)Nc3ccc(Cl)cc3)n2)cc1OC	76	95	88	94	97	·	80	89	31
CCOc1cccc(NC2=C(Br)C(=O)C(C)=C(C)C2=O)c1	74	109	104	155	113	86	96	85	72
Cc1ccc2oc(=O)cc(-c3c4nc(c(-c5cc(=O)oc6ccc(C)cc56)c5ccc([nH]5)c(-c5cc(=O)oc6ccc(C)cc56)c5nc(c(-c6cc(=O)oc7ccc(C)cc67)c6ccc3[nH]6)C=C5)C=C4)c2c1	94	81	98	95	107	105	100	·	91
O=C(N/N=C\c1ccc(Cl)c(Cl)c1)C(=O)N/N=C\c1ccc(Cl)c(Cl)c1	94	98	104	112	122	90	95	95	88
O=[N+]([O-])CC1(O)CCCCC1	104	114	101	125	112	106	106	109	89
CCC1=C(OS(C)(=O)=O)COC1=O	84	88	91	88	92	88	70	96	91
O=C(C[N+]12CN3CN(CN(C3)C1)C2)c1ccc2c(c1)CCCC2	105	124	98	95	108	110	103	95	92
O=S(=O)(c1ccccc1)c1ccc(Cl)cc1	91	92	103	92	104	110	97	101	81

The list itself, repeating the preview:
SMILES	PC-3	A498	786-0	TK-10	RXF 393	ACHN	CAKI-1	SN12C	UO-31
CN(C)CCC(=O)/C=C/c1ccccc1	95	88	102	104	118	94	114	94	70
COc1ccc(-c2cnc3sc4c(-c5ccc(C)cc5)n[nH]c(=O)c4n23)cc1	97	·	94	113	97	98	96	103	91
CC(C)(C)c1cc(/C=N\NC(=O)/C=C/C=C/c2ccc3c(c2)OCO3)c(O)c(C(C)(C)C)c1	69	·	85	96	95	76	72	88	55
O=C(Nc1ccccc1)Nc1ncnc2c1ncn2-c1cccc(Cl)c1	101	98	88	98	101	101	89	100	95
Clc1ccc(-c2cc(-c3ccccc3)nc(Nc3nc4ccccc4[nH]3)n2)cc1	103	115	97	102	109	92	105	98	98
COc1ccc(-c2cc(-c3cc(OC)c(OC)c(OC)c3)nc(SCC(=O)Nc3ccc(Cl)cc3)n2)cc1OC	76	95	88	94	97	·	80	89	31
CCOc1cccc(NC2=C(Br)C(=O)C(C)=C(C)C2=O)c1	74	109	104	155	113	86	96	85	72
Cc1ccc2oc(=O)cc(-c3c4nc(c(-c5cc(=O)oc6ccc(C)cc56)c5ccc([nH]5)c(-c5cc(=O)oc6ccc(C)cc56)c5nc(c(-c6cc(=O)oc7ccc(C)cc67)c6ccc3[nH]6)C=C5)C=C4)c2c1	94	81	98	95	107	105	100	·	91
O=C(N/N=C\c1ccc(Cl)c(Cl)c1)C(=O)N/N=C\c1ccc(Cl)c(Cl)c1	94	98	104	112	122	90	95	95	88
O=[N+]([O-])CC1(O)CCCCC1	104	114	101	125	112	106	106	109	89
CCC1=C(OS(C)(=O)=O)COC1=O	84	88	91	88	92	88	70	96	91
O=C(C[N+]12CN3CN(CN(C3)C1)C2)c1ccc2c(c1)CCCC2	105	124	98	95	108	110	103	95	92
O=S(=O)(c1ccccc1)c1ccc(Cl)cc1	91	92	103	92	104	110	97	101	81
O=C(O)c1cnc[nH]1	101	93	102	106	115	105	104	101	99
CCOC(=O)c1c(C)[nH]c(C=O)c1C	99	117	106	86	117	111	99	109	100
O=C(O)CCCCC(=O)Oc1ccccc1Cl	100	·	103	106	115	102	99	102	93
CCC(=O)N1N=C(c2ccc(-n3ccc(C(F)(F)F)n3)c(C)c2)CC1c1ccc[nH]1 (configuration not stated)	85	·	84	86	107	106	90	98	78
O=C(c1ccc(O)cc1)[C@@H]1[C@@H]2CCCN2[C@@]2(C(=O)N(C(=O)c3cccs3)c3ccccc32)[C@H]1c1ccc(F)cc1	83	96	104	129	111	91	81	100	74
COc1ccc(N)cc1C(=O)Nc1cccc(C2CC(=O)c3c(cc(OC)c(OC)c3OC)O2)c1 (configuration not stated)	61	117	86	100	85	72	53	72	49
Brc1ccc(N/N=C/c2c[nH]c3ccccc23)nc1	20	43	0.5*	70	·	28	26	15	2.8*
O=C(NN1CCCCC1)c1ccccc1	98	·	99	96	·	105	94	103	97
COC(=O)Nc1ccc(-c2nc(-c3cccc(O)c3)c(-c3ccnc(Br)c3)[nH]2)cc1	24	73	35	73	-4.9*	60	46	60	43
O=C(O)c1ccc(NS(=O)(=O)Cc2ccc(Cl)c(Cl)c2)cc1	98	107	111	102	106	100	106	103	85
O=C(Nc1nonc1-c1ccccc1)c1ccc(C(F)(F)F)cc1	72	96	90	146	90	82	85	72	91
COc1ccc(-c2nc3cc(C(=O)Nc4ccncc4)ccc3n2C2CCCCC2)cc1	·	109	104	117	100	101	109	98	100
SMILES	PC-3	A498	786-0	TK-10	RXF 393	ACHN	CAKI-1	SN12C	UO-31
CC(=O)c1cccc(NS(=O)(=O)c2ccc(C)cc2)c1	79	·	89	90	96	106	82	89	77
CC(=O)/C=C\C1CC2C=CC1C2 (configuration not stated)	103	97	102	105	88	102	100	96	91
Cc1cccc(C)c1C(=N)c1ccccc1Cc1ccccc1	85	59	95	117	97	114	78	98	67
Cc1ccc(C(=O)c2ccc(CC(=O)N/N=C/c3ccc(O)cc3O)n2C)cc1	61	87	43	53	50	16	47	56	20
c1ccc(CCc2cccc3ccccc23)nc1	98	100	116	119	109	92	93	105	55
COc1cc2c(cc1OC)-c1ccc3cc4c(cc3c1N(CCN1CCCC1)C2)OCO4	2.3*	-2.8*	-32*	34	-3.8*	·	·	-30*	33
O=[N+]([O-])c1ccc(N/N=C\c2ccc(O)cc2O)nc1	50	107	18	23	36	27	4.8*	51	28
CCC1(c2ccccc2)C(=O)Nc2ccc(F)cc21 (configuration not stated)	102	108	90	102	110	103	96	99	97
CSC1=Nc2c(c(C)c(-c3ccccc3)n2CCCCl)C2=NC(=O)CN12	69	47	78	105	95	88	58	86	57
O=C1Nc2ccc(Br)cc2/C1=N\c1nnc(-c2ccc(Cl)cc2)o1	80	69	91	187	88	75	59	86	62
O=Cc1cn(S(=O)(=O)c2ccccc2)c2ccccc12	89	94	104	90	93	100	88	80	68
CN(C)C1CC(c2cccs2)(C2CCCCC2)CCC1=O (configuration not stated)	81	103	94	78	93	97	84	99	74
COc1cc2oc(-c3ccc(NC(=O)c4ccc(C(F)(F)F)cc4)cc3)cc(=O)c2c(OC)c1OC	80	99	82	93	80	84	98	85	83
COc1cccc(C(=O)O)c1	96	85	102	110	112	107	95	95	89
CCOC(=O)c1cn2ncnc(Oc3ccc(NC(=O)NC4CC4)c(F)c3)c2c1C	88	54	106	119	97	94	102	95	71
O=c1cc(-c2ccccc2)[nH]c(=O)[nH]1	91	107	93	91	107	104	·	107	83
NS(=O)(=O)c1ccc(CN=C2NC(=O)S/C2=C\c2ccc(Br)cc2)cc1	·	102	94	108	105	102	100	97	89
Cc1cc2c(C(C)C)c(O)c(O)c(C=NCCS(=O)(=O)O)c2c(O)c1-c1c(C)cc2c(C(C)C)c(O)c(O)c(C=NCCS(=O)(=O)O)c2c1O	69	95	91	49	73	92	73	87	81
CNCCCOc1c(Br)cc(CCNC(=O)/C(Cc2cc(Br)c(OC)c(Br)c2)=N/O)cc1Br	-40*	32	-81*	35	-5.9*	·	·	-74*	-45*
Cc1nccc2c3ccc(OCc4cn(-c5ccccc5)nn4)cc3n(CCCc3ccccc3)c12	65	54	80	72	70	72	·	76	55
COc1ccc(C(=O)c2cc(C(=O)/C=C/c3ccc(N(C)C)cc3)c3cc(C)ccn23)cc1	101	57	104	112	110	91	96	89	85
COC(=O)C1OC2(CCCCC2)OC1C(=O)OC (configuration not stated)	100	115	101	107	104	97	96	98	106
c1ccc(CN(c2ccccc2)C2CCCCCCC2)cc1	101	113	97	110	120	101	98	102	75
C1CCC2OCOCC2C1 (configuration not stated)	104	83	102	98	87	107	109	94	98
COc1ccc(/C=C/C(=O)c2ccc(NC(=O)c3cc4cc5cc(C)ccc5nc4s3)cc2)cc1OC	96	84	105	124	106	108	94	94	93
SMILES	PC-3	A498	786-0	TK-10	RXF 393	ACHN	CAKI-1	SN12C	UO-31
Nc1c(C(=O)N/N=C/c2cccc(OCc3ccccc3)c2)cnn1CC(O)c1ccccc1 (configuration not stated)	59	·	91	82	91	69	82	81	51
Cc1ccc2c(c1)C(C(=O)O)=NC1(N2)C(=O)Nc2ccc(C)cc21 (configuration not stated)	98	82	98	169	·	102	91	98	90
Cc1cc(-c2ccc(N=Nc3c(C)nn(-c4ccc(S(=O)(=O)O)cc4)c3O)c(C)c2)ccc1N=Nc1ccc(O)c(C(=O)O)c1	98	120	103	141	113	98	100	96	69
COc1ccc(C(=O)c2sc3nc(-c4ccncc4)ccc3c2N)cc1OC	70	73	66	83	84	89	78	83	42
O=c1oc2cc(O)ccc2c2c(-c3ccccc3)c[nH]c12	77	79	86	113	52	90	43	75	43
CC/C(=C\c1ccc(N(C)C)cc1)c1nc2ccccc2c(=O)[nH]1	107	118	95	51	100	93	·	106	108
CCOC(=O)C1=C(c2ccccc2)N=C2N(c3ccccc3)N=C(C(C)=O)N2C1c1ccc(Br)cc1 (configuration not stated)	78	43	100	109	67	93	87	90	73
COc1ccc(C)cc1C(=O)C[n+]1ccccc1	91	85	97	·	105	106	98	102	90
Cc1c([N+](=O)[O-])cc(N2C(=O)C=CC2=O)cc1[N+](=O)[O-]	111	99	112	121	106	·	85	107	89
CC1CC(=O)Nc2ccccc2N1 (configuration not stated)	94	·	104	106	121	102	112	106	85
Cc1ccc(C2CC(c3ccc(Nc4nc(NCCO)nc(N5CCOCC5)n4)cc3)=NN2c2cc(Cl)cc(Cl)c2)cc1 (configuration not stated)	80	98	96	118	101	76	88	90	78
Cc1ccc(-c2nc(N(C)CC(O)C(O)C(O)C(O)CO)c3oc(-c4ccc(C)cc4)nc3n2)cc1 (configuration not stated)	102	74	101	104	110	97	94	92	68
O=S(=O)(c1ccccc1)N1C=C/C(=C\Cn2cc(-c3ccccc3)nn2)CC1	99	65	97	103	121	83	67	79	69
CC(C)(C)n1cc(-c2ccnc(NCCCNS(=O)(=O)c3ccc(O)cc3)n2)c(-c2ccc(Cl)c(O)c2)n1	57	95	91	134	69	100	99	80	101
Cc1cccc(NC(=O)/C(=C/N2C(=O)SCC2=S)N2CCOCC2)c1C	103	106	100	100	107	96	81	98	82
COc1ccc2c(c1)c(/C=C(\C#N)C(=O)N1c3ccccc3Sc3ccc(SC)cc31)cn2C	93	72	102	98	86	96	74	95	81
COc1ccc(C2=NNC(c3ccc(Oc4nc5c(c(=O)n(C)c(=O)n5C)n4C)c(OC)c3)C2)cc1 (configuration not stated)	101	92	99	107	88	94	102	85	81
C1CCC(OCCOC2CCCCO2)OC1 (configuration not stated)	91	113	100	87	124	114	95	92	102
N#Cc1c(-c2cccs2)cc(-c2cnccn2)nc1SCC(=O)N/N=C/c1ccncc1	96	116	104	128	105	109	96	110	88
Nc1cc(C(F)(F)F)ccc1[N+](=O)[O-]	89	93	107	101	113	94	88	94	64
Cc1cccc2c1C[C@@]1(C2=O)C(c2ccc(C(C)(C)C)cc2)=NOS1=O (some centres not stated)	69	77	100	158	100	108	94	92	77
NCCCNc1nc2ccccc2c2c(=O)c3cc(C(F)(F)F)ccc3sc12	37	24	61	52	56	-11*	-68*	52	32
COc1cc(NC(N)=NCCC(C)(C)Oc2ccc(C(F)(F)F)cc2)cnc1C#N	72	79	92	76	93	99	89	87	61
Nc1cc(N2C(=O)c3ccccc3C2=O)ccc1Cl	104	95	100	116	97	115	90	102	103
CCC[S@@](=O)c1ccc2nc(NC(=O)OC)[nH]c2c1	78	88	92	92	95	102	·	96	91
SMILES	PC-3	A498	786-0	TK-10	RXF 393	ACHN	CAKI-1	SN12C	UO-31
O=C(CO)Nc1ccccc1	100	103	108	109	108	98	103	100	90
CC(C)=CCc1c2c(c(O)c3c1O[C@]14C(=C[C@@H]5C[C@H]1C(C)(C)O[C@@]4(C/C=C(/C)C(=O)O)C5=O)C3=O)CC(O)C(C)(C)O2 (some centres not stated)	7.5*	-76*	-40*	·	-77*	-11*	·	13	-57*
CCOC(=O)CC(C)(C)C1CC1	97	87	102	102	102	106	100	104	86
O=C(O)CCCc1ccc(C2CCCC2)c2ccccc12	101	104	115	118	121	103	97	89	61
COc1ccc2c(c1)C(C)Cc1c(Cl)nc(C)nc1N2C (configuration not stated)	15	-5.8*	38	44	-0.8*	55	25	33	51
COC(=O)C1(C)CCC[C@]2(C)[C@H]3C[C@H]4C(C(C)C)=C[C@]3(CC[C@@H]12)[C@H]1[C@@H]4[C@@H](OCC#Cc2ccc([N+](=O)[O-])cc2)CC[C@@H]1OCC#Cc1ccc([N+](=O)[O-])cc1 (some centres not stated)	70	97	90	112	89	90	82	91	66
COC(=O)[C@@H]1Cc2c([nH]c3ccccc23)C(c2cccc(O)c2)N1 (some centres not stated)	88	101	100	·	112	104	98	101	71
O=C(Nc1ccccc1Cl)NN1CCCCCC1	100	100	108	105	106	100	91	97	85
CC(C)(CC(=O)c1ccccc1)CC(=O)c1ccccc1	103	111	103	94	111	106	94	105	75
C/C1=C\CC2CCC(C)(O)C(CCC3(C)OC3CC1)C2(C)C (configuration not stated)	92	99	97	95	·	92	92	112	·
NCCC[C@H](N)CC(=O)NC1CNC(=O)[C@H]([C@H]2C[C@H](O)N=C(N)N2)NC(=O)/C(=C/NC(N)=O)NC(=O)[C@H](CO)NC(=O)[C@H](CO)NC1=O (some centres not stated)	98	97	106	110	110	104	96	98	104

From PubChem
